b-catenin transl = beta-catenin nuclear translocation modulation. HeLa beta-catenin nuclear translocation, immunofluorescence imaging. nuclear translocation activity, % at 5 µM. 190,000 tested, 0.3% active. AID 1665;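 active = nuclear translocation activity above 50% at 5 µM, with a well cell count of 50 or more; inconclusive = wells under 50 cells across six images, flagged as toxic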;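 also: per-cell ratio of nuclear to cytoplasmic median beta-catenin stain intensity; plate controls were DMSO negative control for no effect and GSK-3 inhibitor IX positive control for full effect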
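Test system: HeLa cells, endogenous beta-catenin; Compound: single 5 µM dose plus 0.02–20 µM confirmation series; Times: compound exposure 24 h at 37°C; Signal: fluorescence imaging of beta-catenin antibody stain plus DAPI; Read-out: % activation, nuclear-to-cytoplasmic median beta-catenin signal ratio per cell.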
P. falciparum M17LAP = P. falciparum M17LAP inhibitors, primary screen, biochemical, fluorogenic H-Leu-NHMec substrate, 1536-well (AID 1619); recombinant M17LAP, H-Leu-NHMec fluorogenic kinetic assay; higher % means a stronger effect; inhibition, % at 30 µM, or IC50 in µM where a hit was titrated; 220,000 tested, 0.38% active;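 active = compound inhibiting the enzyme by more than half at any dose during confirmatory dose-response retesting; inconclusive = strong single-dose inhibitors picked by rank but not retested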;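 also: plate controls were full reaction with DMSO carrier for no effect and no enzyme background for full effect; strong numbers were not always called active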
T cell HTS = T cell immune modulators affecting CD8 T cell-vesicle binding; 2C CD8+ T cell-vesicle binding, flow cytometry; hits give low values; calls only at 7 µM; 330,000 tested, 0.068% active;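 active = response, share of CD8 T cells binding vesicles, and their 90th percentile fluorescence all below set limits, cut at about 80% in these data, passing the limit was not always enough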
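Read-out – percent CD8+ FL2 mean versus row control · System – murine 2C transgenic CD8+ T lymphocytes · Times – 1.5 h cell–vesicle binding at 37 °C, then 20 min icy labelling · Control set – naked vesicles low, QL9 vesicles with vehicle high · Detection – cytometric PE anti-B7-1 and Alexa647 anti-CD8 signals after 1% paraformaldehyde fixation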
Dynein transport = dynein cargo transport inhibition; 220,000 tested, 0.47% active; z-score, hits read low; 3617.4 mouse cells, GR-EGFP nuclear translocation imaging; test concentration mostly 20 µM; stimulated with dexamethasone, 1 µM; hits give low values; AID 1381;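 active = plate z-score of nuclear minus cytoplasmic receptor signal below a set negative limit, without overly bright fluorescence or cell loss, cut at about -3.5 in these data, passing the limit was not always enough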;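 also: z-score of nuclear minus cytoplasmic ring GR-EGFP intensity difference per well; some compounds called inactive have numbers as strong as hits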
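medium = tetracycline-free induction medium containing charcoal-stripped FBS | also added = 1.0 µM final dexamethasone stimulus | schedule = 48 h induction, 1 h compound, 30 min dex at 37 °C | technique = fixed, Hoechst-stained cells imaged at 10x for EGFP | measure = GR-EGFP nuclear translocation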
WT yeast gro inh = growth inhibition of WT yeast, mitochondrial fusion screen. mitochondrial fusion phenotypic screen, WT strain. inhibition, % at 10 µM. 190,000 tested, 2.1% active; in the data active = inhibition above about 58%; tested in S. cerevisiae
MT stabilizer = stabilizes microtubules in HeLa cells; % tubulin-high responders, % at 10 µM; HeLa tubulin immunostaining HCS, 24 h; share of cells brighter than vehicle mean+2SD; 200,000 tested, 0.83% active;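 active = plate Z-score above 3 for both tubulin-high and condensed-nucleus cell shares, with cell loss under 80%, at 10 µM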;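 also: anti alpha tubulin signal scored within the nucleus-defined area of each cell; some results filed as inactive read as strong as hits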
Autophagy mod = alters autophagy in cells; MEF GFP-LC3 puncta imaging; test concentration mostly 10 µM; 190,000 tested, 0.98% active; AID 463193; calls only at 10 µM (by protocol);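 active = percentage of spot-positive cells more than 3 SD above its plate mean, without a fluorescence outlier flag or 80% toxicity; inconclusive = no clear call, values can overlap the other calls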;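 also: spot-positive cell cutoff set from DMSO-treated cells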
Yfh1-depleted yeast = mitochondrial function rescue without frataxin homolog – Friedreich's ataxia, plus single-dose screen, dose response (AID 1465); S. cerevisiae Yfh1-off respiration, WST-1 reduction, 72 h; higher fold induction means a stronger effect; fold induction at 50 µM; hits with a dose series show EC50 in µM; 220,000 tested, 0.074% active;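 active = fold induction of absorbance versus untreated yeast above a set limit, then at least 30% activation at any dose in follow-up; inconclusive = repeats straddling the limit, or above it without dose testing; inactive = fold induction below the set limit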;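 also: activators that raise dye reduction in frataxin-depleted yeast; strong numbers were not always called active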
P. falciparum M1AAP = malaria alanyl aminopeptidase activity blockers – biochemical, fluorogenic H-Leu-NHMec substrate, 1536-well (AID 1445); recombinant M1AAP, H-Leu-NHMec fluorogenic kinetic assay; higher % means a stronger effect; inhibition, % at 30 µM; hits with a dose series show IC50 in µM; 220,000 tested, 0.42% active;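 active = primary inhibition above the hit cutoff, then over 50% inhibition at one or more dose response concentrations, cut at about 23% in these data, passing the limit was not always enough; inconclusive = conflicting primary data, or primary hits not chosen for dose response; inactive = low primary inhibition, or under 50% at every dose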;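 also: plate controls were DMSO full reaction for no effect and no enzyme background for full effect; strong numbers were not always called active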
WT yeast gro inh mutant strain = further read-out of WT yeast gro inh, marked with its call; inhibition, %; mitochondrial fusion phenotypic screen, mutant strain inhibition
Dynein transport cytoplasmic EGFP = recorded beside Dynein transport, whose call it bears; z-score; measured here: cytoplasmic GR-EGFP intensity; hits give high values
Dynein transport nuclear GR-EGFP = also measured in Dynein transport; calls as there; z-score; measured here: nuclear GR-EGFP intensity;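 lower value marks the stronger effect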
Dynein transport cell count = further read-out of Dynein transport, marked with its call; z-score; measured here: cell count per field
b-catenin transl cell count 5 µM = also measured in b-catenin transl; calls as there; cell count; measured here: cell count, cytotoxicity flag
T cell HTS vesicle-bound % = further read-out of T cell HTS, marked with its call; double positive events, %; measured here: CD8+ vesicle-bound cell fraction;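 binding gate set so that unloaded-vesicle control wells show 10% double positive cells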
MT stabilizer Hoechst-high % = second read-out of MT stabilizer, no call of its own (marks repeat the call); % Hoechst-high responders; measured here: nuclear condensation Hoechst responders;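 share of cells brighter than vehicle mean plus two SD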
MT stabilizer cytotoxicity % = further read-out of MT stabilizer, marked with its call; toxicity, %; measured here: cytotoxicity by cell density;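 0% = mean cell density of plate MIN control wells and 100% = no cells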
Autophagy mod cell loss 18 h = recorded beside Autophagy mod, whose call it bears; toxicity, %; measured here: cell loss, nuclei count;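 cell loss after 18 h compound exposure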
Active calls of the source: *; i = inactive; ? = inconclusive; / = no result given. Compounds were not picked by outcome, and some 4.4% of all compounds hit somewhere here.

SMILES	b-catenin transl	b-catenin transl cell count 5 µM	P. falciparum M17LAP	T cell HTS	T cell HTS vesicle-bound %	Dynein transport	Dynein transport cytoplasmic EGFP	Dynein transport nuclear GR-EGFP	Dynein transport cell count	WT yeast gro inh	WT yeast gro inh mutant strain	MT stabilizer	MT stabilizer Hoechst-high %	MT stabilizer cytotoxicity %	Autophagy mod	Autophagy mod cell loss 18 h	Yfh1-depleted yeast	P. falciparum M1AAP
CCOc1ccc(-n2ccnc2)nn1	-1.6	1407	-8%	i	42	-0.35	-0.14	0.67	0.16	/	/	/	/	/	/	/	i	2%
CCS(=O)(=O)c1ccc2c(c1)N(S(=O)(=O)c1ccc(Cl)cc1)CC(C(=O)O)O2 (stereo unspecified)	-4.3	1020	1%	i	64	0.29	-0.25	0.43	0.38	-7	-2	4.4	2.6	9.5	i	-7	i	1%
Cc1c(C(=O)O)c(=O)n(-c2ccccc2)n1-c1ccccc1	0.6	1513	13%	i	25	0.3	-0.25	-0.26	0.41	-21	-9	4.0	3.1	4.6	i	10	i	-5%
COc1ccc(-c2nc(N)c(C#N)c(-c3cccnc3)c2C)cc1	-0.4	1312	9%	i	56	-0.11	-0.23	0.36	0.012	/	/	/	/	/	/	/	i	10%
CCOc1ccc(C(C)NC(=O)Cc2ccccc2)cc1OCC (stereo unspecified)	0.4	614	-7%	i	40	0.29	-0.36	-0.29	1.2	-15	-12	0.9	3.4	9.5	i	5	i	5%
O=C(Nc1ccc(-c2nc3ccccc3[nH]2)cc1)c1cccc(N2C(=O)CCC2=O)c1	-4.0	518	-12%	i	40	-0.29	-0.29	-0.61	0.33	3	-12	1.5	3.7	6.7	i	-5	i	12%
COc1ccc([C@H]2[C@H](C(C)=O)N3N=Cc4ccccc4C3C23C(=O)OC(C)(C)OC3=O)cc1 (stereo partly specified)	-0.1	923	7%	i	19	-0.31	-0.24	-0.17	0.28	0	9	2.7	3.0	6.1	i	-2	i	13%
Cc1c(NN=C(C#N)C#N)c(=O)n(-c2ccccc2)n1C	-1.0	1077	-7%	i	61	-1.1	-0.027	-0.47	-0.26	-7	6	3.7	3.7	7.5	i	-7	i	9%
Cc1onc(-c2ccccc2Cl)c1C(=O)NCc1ccc(S(N)(=O)=O)cc1	-1.3	1160	7%	i	50	-0.17	-0.17	-0.055	0.14	-6	-16	1.2	1.6	12	i	-4	i	-1%
C#CC(CC)(CC)NC(=S)Nc1ccc(S(N)(=O)=O)cc1	-4.5	554	6%	i	37	-0.018	-0.19	0.14	0.33	4	3	3.1	1.8	2.1	i	5	i	-1%
O=C1OC(C(=O)O)Cc2ccccc21 (stereo unspecified)	0.1	560	1%	i	35	-1.3	-0.22	-0.79	0.054	16	7	2.7	2.1	4.9	i	-4	i	-7%
COc1ccc(CCNc2oc(-c3ccc(OC)c(OC)c3)nc2P(=O)(OC)OC)cc1OC	-0.1	1056	-48%	i	58	-0.68	-0.3	-0.64	0.56	-9	-23	2.5	2.5	8.0	i	5	i	6%
C/C(=N\O)c1ncc(C(F)(F)F)cc1Cl	0.3	1005	-2%	i	35	-0.69	-0.32	-0.27	0.71	3	9	6.2	2.2	7.5	i	-37	i	-2%
COc1ccc(NS(=O)(=O)c2ccc(O)c(NC(=O)c3ccc(S(=O)(=O)N4CCCCCC4)cc3)c2)cc1	1.3	1057	4%	i	45	0.24	-0.18	0.26	-0.41	-7	13	1.4	1.5	7.3	i	4	i	6%
CCCc1nc(SCC(=O)N2c3ccccc3CC2C)c2c(C)c(C)sc2n1 (stereo unspecified)	-4.1	960	-5%	i	7	-0.18	-0.51	-0.099	0.55	16	7	2.6	1.8	13	i	6	i	3%
Cc1cccc(N(C)C(=S)Oc2ccc3ccccc3c2)c1	/	/	13%	i	17	0.6	-0.16	0.73	-1.3	62*	8.8*	2.7	2.5	6.9	i	10	i	-2%
CCc1ccc(S(=O)(=O)NCc2cn3cccc(C)c3n2)s1	-0.1	1350	-9%	i	54	-0.11	-0.19	0.19	0.093	9	-2	1.0	2.0	10	i	6	i	4%
Cc1sc2ncnc(OCC(=O)Nc3ccc4c(c3)OCCO4)c2c1C	-3.0	962	13%	i	58	-0.33	0.54	0.002	0.58	-1	-12	1.8	1.7	4.1	i	-9	/	-1%
Cc1ccc(-n2c(-c3ccco3)nc3c(cnn3-c3ccc(C)cc3)c2=O)cc1	/	/	-5%	i	23	0.89	-0.075	0.61	0.11	1	1	5.6	3.0	12	i	0	i	1%
CCN1CCN(C(=O)CN2C(=O)c3cccc4cccc2c34)CC1	-8.1	1260	13%	i	58	-0.44	-0.25	-0.27	-0.4	-2	4	2.0	2.1	7.8	i	-11	i	14%
O=C(CN1CCc2ccccc2C1)NCc1ccco1	-3.3	1146	5%	i	10	0.44	-0.11	0.69	-0.63	-11	-24	1.8	1.5	4.7	i	4	i	2%
Cc1ccc(NC2=Nc3ccccc3CC2)cc1	-1.4	1116	-9%	i	41	0.45	-0.083	0.34	0.035	30	23	2.4	2.4	4.3	i	0	i	3%
Cc1nc2ccc(Nc3nc4cc(S(=O)(=O)N5CCOCC5)ccc4o3)cc2s1	-2.3	1148	-2%	i	56	0.65	0.26	0.21	-0.64	32	34	3.4	2.4	7.5	i	7	i	4%
CC(=O)c1cc2c(cc1NC(=O)CSc1nc3ccccc3[nH]1)OCO2	-1.6	1201	10%	i	50	-0.5	-0.18	-0.5	-0.012	9	12	3.4	3.5	5.4	i	-9	i	4%
CCCCC(=O)Nc1ccc(S(=O)(=O)Nc2nccc(C)n2)cc1	-4.8	1116	0%	i	28	0.25	-0.29	0.4	0.48	-14	0	9.2	5.2	17	i	3	i	-6%
O=C(O)C1Cc2ccccc2CN1C(=O)COc1ccc(Cl)cc1 (stereo unspecified)	-3.8	1093	16%	i	36	-0.36	-0.33	-0.031	0.16	-7	26	3.3	2.5	5.9	i	-2	i	19%
CN1CCN(c2nc3c(c(=O)n(C)c(=O)n3C)n2CC(N)=O)CC1	-0.6	1200	4%	/	/	-1.1	-0.35	-0.37	0.81	-5	-7	5.8	3.1	6.3	i	4	i	-1%
Cc1c(Cl)cccc1NC(=O)c1cccc(OC(F)F)c1	-2.9	1205	2%	i	32	-0.66	-0.14	-0.046	0.59	-30	-2	1.7	0.8	2.5	i	-3	i	2%
N=C1c2c(cc(=O)n3c2[nH]c2ccccc23)CN1CCN1CCOCC1	2.2	1055	-8%	i	22	-0.53	-0.046	-0.31	0.68	11	5	3.2	2.7	2.8	i	16	i	11%
COc1cc(C)nc(N(C)C(C)=O)n1	-5.3	575	8%	i	47	-0.11	-0.2	0.88	0.32	-6	-8	4.9	3.5	8.9	i	19	i	7%
O=C(COC(=O)c1cc(S(=O)(=O)N2CCCC2)ccc1O)Nc1ccc(S(=O)(=O)N2CCOCC2)cc1	-0.9	1299	-4%	i	30	-0.77	0.34	-0.36	0.075	/	/	/	/	/	/	/	i	7%
C(#CCN1CCOCC1)COC(c1ccccc1)c1ccccc1	-0.9	1198	-3%	i	58	0.49	-0.21	0.097	-0.00069	12	0	4.1	2.8	4.7	i	4	i	-8%
COc1cccc(/C=C/C(=O)OCC(=O)Nc2cc(C(F)(F)F)ccc2Cl)c1	-1.4	1028	-4%	i	26	1.7	-0.15	1.7	-2.9	3	-12	4.0	2.1	5.9	i	37	i	1%
CC(c1ccccc1)N(NC(=O)C(O)(c1ccccc1)c1ccccc1)C(=O)c1ccccc1 (stereo unspecified)	-1.2	473	-12%	i	44	0.15	-0.31	-0.28	0.57	0	-12	4.4	3.0	9.1	i	5	i	6%
CCCCOc1ccc(N=Nc2ccc(N)nc2N)cn1	0.4	1328	5%	i	59	-0.47	-0.2	0.18	0.43	/	/	/	/	/	/	/	?	5%
CC(=O)Nc1ccc(S(=O)(=O)NC(=O)C23CC4CC(CC(C4)C2)C3)cc1	1.1	1188	26%	i	32	-0.4	-0.18	-0.00063	0.13	-1	-11	6.2	2.7	7.4	i	5	/	0%
CS(=O)(=O)c1ccc(Cl)c(NC(=O)COC(=O)c2c(Cl)cccc2Cl)c1	0.7	1501	2%	i	36	-0.66	-0.3	0.32	0.1	7	-5	6.4	2.9	7.7	i	20	i	-5%
CC1(C)CC(=O)C2=C(C1)Nc1nc(SCCN3CCOCC3)[nH]c(=O)c1C2c1cccs1 (stereo unspecified)	-2.8	1179	21%	i	56	2.1	-0.34	1.6	0.017	-2	7	1.6	1.0	5.9	i	5	i	8%
